# High-throughput results as filed in PubChem BioAssay.
# L929 necroptosis: blocks zVAD induced death of L929 cells; AID 1377; viability rescue, % at 10 µM; L929 zVAD necroptosis rescue, ATP luminescence, 24 h; with zVAD 60 µM; 220,000 tested, 0.38% active;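 active = activation, scaled between plate controls, above about 75%, limit read from the data; inactive = activation under that limit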;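 also: 0% = zVAD with DMSO and 100% = DMSO alone without zVAD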
# Calpain2 inh: inhibitors of pig calpain II. 220,000 tested, 0.37% active. purified calpain II, fluorogenic peptide substrate, 30 min. inhibition, % at 16 µM;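 active = inhibition above about 50%, limit read from the data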
# eIF4E-4G inh: blocks eIF4E binding to eIF4G | TR-FRET eIF4E-eIF4GI(517-606) binding, 2 h | P63073+Q04637 | inhibition, % at 21.7 µM | AID 782 | 220,000 tested, 0.37% active;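 active = inhibition above about 30%, limit read from the data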;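 also: 0% = full FRET control wells and 100% = background wells lacking eIF4GI fragment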
# EBV gp42 inh: inhibitors of Epstein-Barr virus glycoprotein 42; inhibition, % (tested at 21.74 µM); Fluorescence polarization binding assay, mP read-out; AID 1085; 220,000 tested, 0.42% active; Q1HVG2; in the data active = inhibition above about 50%
# Target sequence (Q1HVG2 whole entry, looked up): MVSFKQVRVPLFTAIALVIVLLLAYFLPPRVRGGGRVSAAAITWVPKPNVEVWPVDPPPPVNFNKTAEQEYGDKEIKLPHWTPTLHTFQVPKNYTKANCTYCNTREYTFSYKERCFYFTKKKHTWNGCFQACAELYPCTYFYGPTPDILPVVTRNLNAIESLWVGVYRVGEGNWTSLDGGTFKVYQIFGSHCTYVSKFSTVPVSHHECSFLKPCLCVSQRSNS
# Mdm2 ligase inh: Mdm2 E3 ligase (human) inhibition; Q00987; cell-based MDM2 ubiquitination luciferase reporter, 2 h; 0 = plate control, 100 = twice control, blank-subtracted; signal enhancement, % at 5 µM; 210,000 tested, 0.11% active; AID 1230;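 active = signal enhancement of 30% or more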;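 also: luminescence tracks abundance of the self-degrading MDM2-luciferase fusion protein; higher signal means inhibition of MDM2 E3 ligase activity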
# Target sequence (Q00987 whole entry, looked up, the tested form may be a part): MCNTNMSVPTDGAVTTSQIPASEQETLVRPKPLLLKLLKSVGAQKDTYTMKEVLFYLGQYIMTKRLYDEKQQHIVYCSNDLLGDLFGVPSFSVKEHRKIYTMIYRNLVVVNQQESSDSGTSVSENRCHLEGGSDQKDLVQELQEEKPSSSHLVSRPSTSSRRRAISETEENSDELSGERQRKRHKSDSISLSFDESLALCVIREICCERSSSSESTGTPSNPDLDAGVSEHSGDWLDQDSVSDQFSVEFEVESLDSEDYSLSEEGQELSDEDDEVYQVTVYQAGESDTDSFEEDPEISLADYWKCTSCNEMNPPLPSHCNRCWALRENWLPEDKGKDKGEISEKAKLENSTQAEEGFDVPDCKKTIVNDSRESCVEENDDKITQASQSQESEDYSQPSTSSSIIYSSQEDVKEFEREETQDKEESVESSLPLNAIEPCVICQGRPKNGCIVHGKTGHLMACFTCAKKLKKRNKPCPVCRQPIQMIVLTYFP
#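 Assay system: stable mammalian line carrying autodegrading MDM2–luciferase fusion reporter; Input: 2000 cells in each well; Compound dosing: single-point 5 µM; Schedule: 2 h compound exposure at 37 °C; Signal: SteadyLite luciferase luminescence after 15 min room-temperature reagent incubation; Evaluation: % luminescence enhancement versus blank-corrected plate control mean; Benchmarks: plate controls and plate blanks.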
# PERK inhibitor: human PERK inhibition, primary cell-based screen; inhibition, % at 5.6 µM; AID 1416; 220,000 tested, 0.17% active; Q9NZJ5; CHO PERK-DD fusion, SEAP luminescence translation reporter;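 active = inhibition above the mean inhibition of all tested compounds plus 3 SD, set separately per screening campaign, cut at about 2.9% in these data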;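 also: PERK kinase domain activated by AP20187 dimerizer at 100 nM; 0% = DMSO with dimerizer and 100% = rapamycin at 8.4 µM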
# TNF death inh: blocks TNF-alpha induced death of Jurkat FADD-/- cells; Jurkat FADD-/- TNF necroptosis rescue, ATP luminescence, 24 h; 0 = TNF only, 100 = no-TNF cells; activation (protection from cell death), % at 10 µM; 220,000 tested, 0.068% active;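 active = activation, meaning protection from cell death, of at least 50% relative to plate controls; inactive = activation below 50%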;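 also: necroptosis triggered by 40 ng/mL TNF-alpha added together with compound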
# KCC2 mod: modulates chloride dependent transport by human KCC2 | Q9H2X9 | KCC2 cells, thallium flux FluoZin-2 fluorescence | B-score of Tl+ flux slope (higher = more flux/activation; lower = inhibition) at 10 µM | 190,000 tested, 2.2% active | AID 1456;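 active = thallium flux slope and its plate-corrected score both differing from the plate sample mean at a set confidence after two filtering rounds, in either direction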;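 also: slope of fluorescence scaled to starting intensity during 10 to 20 s after thallium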
# Rad51 HR inh: Rad51 (human) homologous recombination inhibition; inhibition, % at 10 µM; hRad51 DNA strand exchange, fluorescence dequenching; Q06609; 200,000 tested, 0.085% active; AID 1385;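 active = inhibition above 40% at the single screening dose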;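 also: 0% = DMSO control wells and 100% = blanks with heterologous ssDNA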
# Target sequence (Q06609 whole entry, looked up): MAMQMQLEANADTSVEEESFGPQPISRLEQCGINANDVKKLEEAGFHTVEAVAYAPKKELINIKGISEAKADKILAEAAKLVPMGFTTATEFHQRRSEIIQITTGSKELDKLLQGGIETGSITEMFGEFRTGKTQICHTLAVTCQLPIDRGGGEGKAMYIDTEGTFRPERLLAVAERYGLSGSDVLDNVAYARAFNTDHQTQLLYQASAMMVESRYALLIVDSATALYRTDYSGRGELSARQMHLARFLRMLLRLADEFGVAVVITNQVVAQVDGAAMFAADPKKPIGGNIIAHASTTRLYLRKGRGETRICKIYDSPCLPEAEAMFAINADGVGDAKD
#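 System: hRad51 filaments on single-stranded DNA; reagent: Fluorescein- and BHQ1-tagged 47-mer duplex; compound dosing: one concentration, 10 µM final; timing: filaments 15 min 37 °C, then compound 30 min; measured by: fluorescein emission 520 nm, excitation 485 nm; benchmarks: per-plate controls and blanks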
# * marks the source's active call; other numbers are inactive results; . = not tested or not shown; [ ] = remark or other dose.
SMILES,L929 necroptosis,Calpain2 inh,eIF4E-4G inh,EBV gp42 inh,Mdm2 ligase inh,PERK inhibitor,TNF death inh,KCC2 mod,Rad51 HR inh
Cc1nn2cc(-c3ccc(-c4ccccc4)cc3)nc2s1,-0.2,-8,-22,-2,-10,2.0,-4.1,0.84,8
CN1C(=O)/C(=N\OC(=O)c2ccccc2Cl)c2ccccc21,1.7,-13,4,-7,16,0.2,-2.6,0.71,-54
COc1ccc(CNC(=S)NCc2ccc(OC(C)C)cc2)cc1,-0.2,31,-1,-18,0,0.3,1.2,1.3,7
Cc1ccc(NC(=O)/C=C/c2cccc([N+](=O)[O-])c2)nc1,12,-37,-4,6,-1,0.3,2.7,0.24,3
CC(C)c1nnc(NC(=O)CCC(=O)Nc2ccc3cn[nH]c3c2)s1,0.0,-23,0,-10,-13,0.5,-2.0,-0.21,-1
Cc1ccc(CSc2nc3ccccc3cc2C=O)cc1,0.0,21,8,-30,-15,2.5,-20,-1.5,9
CCCOC(=O)c1ccc(Oc2c(-c3ccc(OC)cc3O)n[nH]c2C)cc1,1.2,39,7,19,-5,-0.1,3.2,0.43,-5
CCOC(=O)C1=C(C)NC(=S)NC1c1ccc(C)s1 (centres undefined),1.5,7,-3,-14,-2,1.2,2.1,-0.22,-1
COc1ccc(NC(=O)c2cc(-c3ccco3)nc3ccccc23)cc1S(=O)(=O)N1CCOCC1,0.9,-64,38*,43,-18,1.1,-13,-0.055,.
COc1cc(OC)c2c(c1C(CCN1CCOCC1)c1ccc(N(C)C)cc1)OC(=O)CC2c1ccc(N(C)C)cc1 (centres undefined),-0.9,-59,8,-20,-1,.,3.8,1.3,-4
CC1(C)CC(NC(=O)COc2ccc([N+](=O)[O-])cc2)CC(C)(C)N1,-0.3,-31,-1,3,-19,1.3,1.9,-0.48,24
O=C(Nc1ccc(Cl)c(C(F)(F)F)c1)C1CCCN(S(=O)(=O)c2cnc[nH]2)C1 (centres undefined),1.6,.,.,.,-11,0.4,-1.1,-0.97,3
CCOc1ccccc1OCCCOc1ccc([N+](=O)[O-])cc1Cl,0.2,2,-11,-9,-4,-1.0,-3.5,-1.9,-1
CCN(CC)CCNc1nc2ccccc2n1C,0.2,-28,-3,31,-5,-0.5,0.7,.,9
CCCCCn1c(CNC(C)=O)nc2ccccc21,-0.8,-15,-3,-15,3,-0.3,-0.1,0.48,-2
Cc1ccc(-c2nn(-c3ccccc3)cc2CN(Cc2ccccc2)C(=O)CCC(=O)O)o1,0.0,-42,8,-7,-18,0.0,-0.6,-2.2,-8
COc1ccccc1NC(=O)CN1CCN(c2ccccn2)CC1,0.2,-14,4[fluorescence artefact?],-13,-5,0.2,-4.2,0.47,-3
COc1cccc(C(=O)CN2C3=NCCCN3c3ccccc32)c1,-0.5,-3,4,-11,-1,-1.2,1.7,0.12,2
CCOC(=O)Cc1c(C)nc2c(C#N)c(C)nn2c1C,-0.3,-293,3[fluorescence artefact?],-14,-19,1.5,-1.7,.,-2
Cc1ccc(C(c2sc3ncnn3c2O)N2CCCCC2)cc1 (centres undefined),2.8,-9,-3,2,-11,1.3,1.0,1.7,4
CC(CN1CCNCC1)(NS(=O)(=O)c1ccccc1)c1ccccc1 (centres undefined),0.6,-5,3,-2,-7,-0.9,0.5,.,3
Cn1cc(C=C2C(=O)OC3(CCCCC3)OC2=O)c2ccccc21,1.4,34,3,-14,-7,2.1,1.0,-2.2,9
Cc1cccc(-n2c(C)cc(/C=N/O)c2C)c1,0.2,2,-1[fluorescence artefact?],-13,-11,0.9,0.1,-0.3,.
CN1CCN(S(=O)(=O)c2ccc(NC(=O)c3cccs3)cc2)CC1,0.9,20,-2,-11,5,-0.7,0.9,0.37,1
c1cc(-c2cccs2)nc(-c2cccs2)c1,0.7,-6,10[fluorescence artefact?],-15,0,0.8,-0.1,0.033,12
C/C(=N\NS(=O)(=O)c1ccc(C)cc1)c1ccc(C)o1,1.0,-18,2,1,-4,0.8,-0.5,0.33,4
COc1ccc(/C=C2\CCc3c2nc2ccccc2c3C(=O)O)cc1OC,1.4,-326,-1,8,-63,0.2,-2.3,-0.81,3
Cn1cc(CNC(=O)C2c3ccccc3Oc3ccccc32)cn1,0.2,9,-1,-28,-8,-1.2,0.1,0.46,4
O=C(Nc1nc(-c2cc3ccccc3o2)cs1)c1ccc(S(=O)(=O)N2CCCC2)cc1,0.6,-81,10[fluorescence artefact?],-9,-12,0.1,-11,-0.39,.
CC1COC(=O)C(NNc2ccc(Cl)c(Cl)c2)=N1 (centres undefined),0.5,-21,1,-7,0,1.4,0.5,1.9,-4
COc1ccc(-c2cc(C(=O)N3CCN(Cc4ccccc4)CC3)no2)cc1OC,0.9,-12,-3,-3,-1,0.0,0.1,-3.4*,-4
CC1(C)C2CCC1(C(=O)O)c1nc3ccccc3nc12 (centres undefined),26,17,4,-8,-4,0.6,0.0,0.49,2
Cn1nc(C(C)(C)C)cc1C(=O)NNC(=O)c1ccccc1Cl,-1.0,18,2,-9,-15,0.3,-1.2,1.1,12
CCCCN(C(=S)SC)C1CCS(=O)(=O)C1 (centres undefined),0.0,-18,0,-27,-7,0.4,-0.2,0.0034,21
c1ccc(Cn2nnnc2C(c2cccs2)N2CCOCC2)cc1 (centres undefined),-0.2,6,-9,0,-16,0.6,1.1,0.3,4
O=C(Nc1ccc(Cl)cc1)C1CC(=O)n2c(nc3ccccc32)N1 (centres undefined),-0.7,24,-1,-4,-12,0.1,2.0,1.8,-5
CCOC(=O)N/N=C\C=C\c1ccc2c(c1)OCO2,1.6,-25,-3[fluorescence artefact?],-14,-12,0.5,0.4,0.19,-2
CCOC(=O)C1(C)/C(=N/Nc2ccccc2Cl)C(=O)C(=O)N1c1ccccc1 (centres undefined),0.3,-35,7,-12,-5,1.2,-1.7,0.66,3
Nc1nonc1C(=O)NCCNS(=O)(=O)c1ccc(Br)cc1,-0.2,-31,-8,-2,-2,-0.3,-2.2,.,2
Cn1c(=O)c2c(nc(NCC3CCCO3)n2C)n(C)c1=O (centres undefined),-0.9,-24,.,-14,-5,-0.3,1.2,0.41,-4
CC(NC(=O)C1CCC(CNc2c(N3CCOCC3)c(=O)c2=O)CC1)c1ccccc1 (centres undefined),1.1,-17,1,21,-4,0.2,0.8,-0.014,-3
Cc1cc(NCCC(C)C)n2nc(C)c(-c3ccccc3)c2n1,1.7,10,1,-3,2,-0.6,6.1,0.85,4
CCOc1ccc(NC(=S)N(CCCN2CCCC2)Cc2cccn2Cc2ccc(Cl)cc2)cc1,-1.7,-7,-2,9,20,-0.2,-4.2,0.72,1
CCOc1ccc(C2/C(=C(\O)c3cccc(OC)c3)C(=O)C(=O)N2c2ccccn2)cc1OC (centres undefined),0.2,-16,-2,5,-7,0.0,1.0,-1.2,.
CCOc1ccccc1Nc1nnc(SCC(=O)Nc2cccc(S(=O)(=O)NC3=NCCCCC3)c2)s1,1.6,-53,-1,5,-12,0.1,5.5,-2.5,-2
O=C(/C(C=Nc1ccc(Br)cc1)=C(/O)c1ccco1)C(F)(F)F,-0.5,26,6[fluorescence artefact?],-4,-40,0.4,-2.8,-0.008,-2
CN(CC(O)Cn1c2ccccc2c2ccccc21)S(C)(=O)=O (centres undefined),-0.1,2,7,6,2,-1.1,2.5,-0.65,-4
O=[N+]([O-])c1ccc(Cl)cc1Sc1cccc2cccnc12,1.3,-10,1,-6,1,0.2,-4.3,-0.9,7
Cc1cccc(NC(=O)c2ccc3c(Cl)c4c(nc3c2)CCCC4)n1,14,-19,2,-6,-43,0.2,-1.6,0.49,-7
COCCNc1c2c(nc3c(-c4ccccc4)c(C)nn13)CCCC2,0.4,-17,-1[fluorescence artefact?],27,6,0.1,-0.3,0.81,.
COc1ccccc1OCCN1C(=O)S/C(=C\c2ccco2)C1=O,-0.2,28,6[fluorescence artefact?],-3,1,0.0,13,.,5
NC(=O)COC(=O)CC12CC3CC(CC(Br)(C3)C1)C2,0.3,-29,0,-7,-11,1.0,0.2,0.27,26

# Given with tabs: 17 of the compounds above.
canonical_smiles	L929 necroptosis	Calpain2 inh	eIF4E-4G inh	EBV gp42 inh	Mdm2 ligase inh	PERK inhibitor	TNF death inh	KCC2 mod	Rad51 HR inh
Cn1nc(C(C)(C)C)cc1C(=O)NNC(=O)c1ccccc1Cl	-1.0	18	2	-9	-15	0.3	-1.2	1.1	12
CCCCN(C(=S)SC)C1CCS(=O)(=O)C1 (centres undefined)	0.0	-18	0	-27	-7	0.4	-0.2	0.0034	21
c1ccc(Cn2nnnc2C(c2cccs2)N2CCOCC2)cc1 (centres undefined)	-0.2	6	-9	0	-16	0.6	1.1	0.3	4
O=C(Nc1ccc(Cl)cc1)C1CC(=O)n2c(nc3ccccc32)N1 (centres undefined)	-0.7	24	-1	-4	-12	0.1	2.0	1.8	-5
CCOC(=O)N/N=C\C=C\c1ccc2c(c1)OCO2	1.6	-25	-3[fluorescence artefact?]	-14	-12	0.5	0.4	0.19	-2
CCOC(=O)C1(C)/C(=N/Nc2ccccc2Cl)C(=O)C(=O)N1c1ccccc1 (centres undefined)	0.3	-35	7	-12	-5	1.2	-1.7	0.66	3
Nc1nonc1C(=O)NCCNS(=O)(=O)c1ccc(Br)cc1	-0.2	-31	-8	-2	-2	-0.3	-2.2	.	2
Cn1c(=O)c2c(nc(NCC3CCCO3)n2C)n(C)c1=O (centres undefined)	-0.9	-24	.	-14	-5	-0.3	1.2	0.41	-4
CC(NC(=O)C1CCC(CNc2c(N3CCOCC3)c(=O)c2=O)CC1)c1ccccc1 (centres undefined)	1.1	-17	1	21	-4	0.2	0.8	-0.014	-3
Cc1cc(NCCC(C)C)n2nc(C)c(-c3ccccc3)c2n1	1.7	10	1	-3	2	-0.6	6.1	0.85	4
CCOc1ccc(NC(=S)N(CCCN2CCCC2)Cc2cccn2Cc2ccc(Cl)cc2)cc1	-1.7	-7	-2	9	20	-0.2	-4.2	0.72	1
CCOc1ccc(C2/C(=C(\O)c3cccc(OC)c3)C(=O)C(=O)N2c2ccccn2)cc1OC (centres undefined)	0.2	-16	-2	5	-7	0.0	1.0	-1.2	.
CCOc1ccccc1Nc1nnc(SCC(=O)Nc2cccc(S(=O)(=O)NC3=NCCCCC3)c2)s1	1.6	-53	-1	5	-12	0.1	5.5	-2.5	-2
O=C(/C(C=Nc1ccc(Br)cc1)=C(/O)c1ccco1)C(F)(F)F	-0.5	26	6[fluorescence artefact?]	-4	-40	0.4	-2.8	-0.008	-2
CN(CC(O)Cn1c2ccccc2c2ccccc21)S(C)(=O)=O (centres undefined)	-0.1	2	7	6	2	-1.1	2.5	-0.65	-4
O=[N+]([O-])c1ccc(Cl)cc1Sc1cccc2cccnc12	1.3	-10	1	-6	1	0.2	-4.3	-0.9	7
Cc1cccc(NC(=O)c2ccc3c(Cl)c4c(nc3c2)CCCC4)n1	14	-19	2	-6	-43	0.2	-1.6	0.49	-7
